Screening results from PubChem BioAssay.
DUSP3 inh = DUSP3 (human) phosphatase inhibition. 290,000 compounds, 0.52% hits. inhibition, % at 13.3 µM. recombinant VHR phosphatase, pNPP absorbance; in the data active = inhibition above about 50%; note: some compounds called inactive have numbers as strong as hits
Target sequence (P51452 whole entry, looked up): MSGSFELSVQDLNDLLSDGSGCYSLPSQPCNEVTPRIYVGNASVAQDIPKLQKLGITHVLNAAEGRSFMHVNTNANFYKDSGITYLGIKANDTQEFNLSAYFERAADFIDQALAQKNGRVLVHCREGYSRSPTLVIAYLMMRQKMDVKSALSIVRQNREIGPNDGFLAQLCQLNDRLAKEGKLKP
Rv3671c protease = inhibits the M. tuberculosis serine protease Rv3671c | P9WHR9 | inhibition, % at 5.96 µM | 320,000 compounds, 0.048% hits | AID 2606; in the data active = inhibition above about 38%;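 note: extracellular domain of Rv3671c used as enzyme; 0% = enzyme with DMSO and 100% = no enzyme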
Target sequence (P9WHR9 whole entry, looked up, the tested form may be a part): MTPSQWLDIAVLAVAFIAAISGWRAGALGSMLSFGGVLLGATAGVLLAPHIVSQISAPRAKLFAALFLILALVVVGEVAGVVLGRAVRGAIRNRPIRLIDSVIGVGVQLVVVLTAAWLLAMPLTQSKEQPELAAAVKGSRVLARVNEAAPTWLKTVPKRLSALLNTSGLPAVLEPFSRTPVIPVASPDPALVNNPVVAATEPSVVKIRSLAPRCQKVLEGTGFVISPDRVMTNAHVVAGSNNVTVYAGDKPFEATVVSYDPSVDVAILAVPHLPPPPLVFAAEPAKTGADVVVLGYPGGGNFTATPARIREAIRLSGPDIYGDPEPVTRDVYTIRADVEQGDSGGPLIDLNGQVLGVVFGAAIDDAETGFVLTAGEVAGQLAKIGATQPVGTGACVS
UGM FP inh = inhibitors of M. tuberculosis UDP-galactopyranose mutase; inhibition, % at 10 µM; purified UGM, fluorescence polarization probe displacement; AID 504406; P9WIQ1; 320,000 compounds, 0.06% hits; in the data active = inhibition above about 10%, passing the limit was not always enough
SARS 3CLpro inh = SARS-CoV 3CLpro protease inhibition; P0C6X7; recombinant SARS-CoV 3CLpro, quenched FRET peptide cleavage; inhibition, % at 6 µM; 290,000 compounds, 0.14% hits; in the data active = inhibition above about 12%
MazEF act = MazEF (E. coli) toxin RNase activation; P0AE70; FAM/BHQ RNA-DNA oligo cleavage fluorescence, 5 h; activation, % at 20 µM; 350,000 compounds, 0.32% hits; AID 504720; in the data active = activation above about 50%
Target sequence (P0AE70 whole entry, looked up): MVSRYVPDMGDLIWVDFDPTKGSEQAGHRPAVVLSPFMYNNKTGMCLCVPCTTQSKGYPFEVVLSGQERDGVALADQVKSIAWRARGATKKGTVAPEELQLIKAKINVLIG
SSB-PriA inh = K. pneumoniae PriA-SSBct interaction inhibition; inhibition, % at 33 µM; AlphaScreen SSBct-PriA binding, biotinylated peptide; 430,000 compounds, 0.6% hits; in the data active = inhibition mostly above about 37%, no sharp cut-off; inactive = mostly below about 20%;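 note: plate controls were negative control peptide for no effect and reference peptide for full effect; strong numbers were not always called active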
GDH-TPI inh = GDH-TPI coupled enzyme inhibition counter-screen | GDH-TPI coupled enzyme counterscreen, NADH absorbance | inhibition, % at 4.8 µM | 360,000 compounds, 1.2% hits; in the data active = inhibition above about 30%;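 note: 0% = DMSO wells and 100% = wells lacking the enzyme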
BH1578 lux ind = inducers of Vibrio cholerae quorum light production without autoinducers; AID 588436; V. cholerae BH1578 lux reporter, luminescence, 6 h; activation, % at 18.7 µM; 350,000 compounds, 0.16% hits; in the data active = activation mostly above about 9.7%, no sharp cut-off; note: not every result past the cut was called active; inactives centre near 0; reference of the scale not given here
Mtb BioA inh = inhibitors of Mycobacterium tuberculosis BioA enzyme | purified M. tuberculosis BioA enzyme, plate reader | inhibition, % at 9.99 µM | 360,000 compounds, 0.096% hits | AID 602481; in the data active = inhibition above about 40%
Mtb FBA inh = inhibits M. tuberculosis FBA enzyme; 360,000 compounds, 2.3% hits; P9WQA3; inhibition, % at 1 µM; purified M. tuberculosis FBA, fluorescence read-out; in the data active = inhibition above about 27%;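 note: 0% = vehicle and 100% = reference inhibitor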
Numbers without * were called inactive; i = inactive; . = no result given; + = active, no number; & = joins results of further samples. The list is partial (hit frequency here may not be typical).

SMILES	DUSP3 inh	Rv3671c protease	UGM FP inh	SARS 3CLpro inh	MazEF act	SSB-PriA inh	GDH-TPI inh	BH1578 lux ind	Mtb BioA inh	Mtb FBA inh
O=S(=O)(c1ccc2c(c1)OCCO2)N(Cc1ccc(F)cc1)Cc1nnc(-c2cccs2)o1	-5	-5	-0.2	-3	1	-14	-1	-0.2	-1.9	3
CCC(Cc1ccccc1)NCc1c(C(=O)O)c(C)n(Cc2ccccc2)c1C (centres undefined)	30	0	-2.5	-3	5	-8	-10	-0.1	.	-4
C(=NOCCc1ccccc1)c1ccncc1	.	.	.	.	2	-15	3	-2.7	-2.3	2
Cc1ccc(NC(=O)C2CCN(S(=O)(=O)c3cnc[nH]3)CC2)nc1	0	2	-1.0	2	2	11	5	i	-0.7	1
CSc1ccccc1OCc1cc(C(=O)N2C[C@H]3CC[C@H]2C3)no1	27	-1	0.9	-2	2	-6	4	-0.8	1.9	-1
CSc1nc2ccc(NC(=O)c3cccs3)cc2s1	.	-13	-1.5	.	1	-3	14	-5.6	-4.6	0
Cc1ccc(C2=Nc3c(ccc4ccccc34)C(c3ccncc3)=NN2)cc1	10	.	.	5	1	8	6	i	.	1
O=C(c1ccc(Cl)cc1)C1CCCN(C(=O)/C=C/c2ccccn2)C1 (centres undefined)	22	-1	0.3	4	3	3	-6	4.3	2.2	0
Cc1ccc(NS(=O)(=O)c2ccc(NC(=O)C(C)Sc3ccc(Cl)cc3)cc2)c(C)c1 (centres undefined)	14	-207	0.1	7	0	-4	2	i	.	81*
O=C(NCc1ccc(F)cc1)c1cc(-c2ccccn2)nc2ccc(S(=O)(=O)N3CCOCC3)cc12	.	.	.	.	-18	.	-5	i	-0.3	-1
CCCOc1ccc(Cc2c(Cl)nc(SC)nc2NC)cc1	13	-19	-1.9	3	3	-21	10	-0.2	.	-2
Cc1ccc(C(C(=O)NCC2CCCO2)N(C(=O)c2snc(C(N)=O)c2N)c2ccc(C(C)C)cc2)o1 (centres undefined)	-46	-5	0.2	2	-24	4	1	-0.3	-1.3	4
O=C(Nc1ccc(N2CCCC2)cc1)c1cc(Cl)ccc1Cl	22	5	0.3	2	11	31	2	i	-1.4	1
CCOCCn1c(C(C)O)nc2ccccc21 (centres undefined)	0	4	-1.9	1	8	-3	8	i	1.4	4
Cc1ccc(NC2(C#N)CCCC2)cc1	.	.	.	.	-18	-20	9	0.0	-0.9	3
Cc1nc(-c2cccc(S(=O)(=O)N3CCCCCC3)c2)cs1	9	0	-0.2	-2	1	-40	-9	i	.	1
Cn1ncc(Br)c1NC(=O)c1ccco1	16	13	1.9	0	3	-9	-7	-8.3	0.1	2
CC(=O)OCC1OC(n2ccc3ccccc32)C(OC(C)=O)C(OC(C)=O)C1OC(C)=O (centres undefined)	21	3	-1.4	2	-8	-9	3	4.5	-0.7	-2
CC1CCC/C(=C\c2ccc(O)cc2)C1=O (centres undefined)	.	-2	0.9	.	0	2	32*	i	-1.2	0
Cc1cc(Cc2cc(C)c(N)cc2C)c(C)cc1N	43	14	-0.7	0	7	5	-2	-0.7	-2.6	2
Cn1c(=O)c2[nH]c(NN=Cc3cccc(Br)c3)nc2n(C)c1=O	.	.	.	.	7	-4	37*	-5.6	-0.4	-3
c1ccc(Nc2ccc3c4c(cccc24)CC3)cc1	13	-5	2.3	0	10	-16	6	-0.1	1.9	9
CC(=O)c1ccc(OC(C)c2nc3ccccc3s2)cc1 (centres undefined)	-29	-2	-1.9	0	-5	-15	-9	-0.3	22	-3
CCN1C[C@@H]2[C@@H]3C(=O)N(C)C(=O)[C@@H]3[C@](Cc3ccccc3)(C1=O)N2C(=O)c1ccc(C)cc1	.	.	.	.	7	0	1	i	-3.3	0
O=C(N/N=C/c1cccc(Oc2ccccc2)c1)c1ccc(O)cc1O	19	.	2.4	1	-3	.	34*	i	2.3	1
Cc1cc(C)n(C(=O)CCC2COc3ccccc3O2)n1 (centres undefined)	3	-7	-3.4	1	11	-52	5	-0.9	-1.3	2
Cc1ccc2ccc3cccnc3c2n1	.	-2	-0.4	0	12	50*	9	i	-0.4	0
Brc1ccc(-c2noc(-c3ccccn3)n2)o1	6	-1	-3.0	-3	6	-5	-11	i	.	-1
CCC(=O)NC(=S)Nc1ccc(-c2nc3ccc(C)cc3s2)cc1	45	-12	-1.7	2	-2	-14	-7	i	-1.3	-1
CCCCN(C)CCCNC(=O)CN1N=C(c2ccc(Cl)cc2)CCC1=O	-16	-4	-1.1	6	6	0	0	-0.6	-0.8	1
NNC(=S)Nc1ccc(C(F)(F)F)cc1Cl	36	-4	0.0	8	-12	-12	3	3.1	.	0
CCC(=O)NC(Nc1nc2ccc(C)cc2s1)(C(=O)OC)C(F)(F)F (centres undefined)	10	-2	-2.2	-5	1	2	3	i	-0.7	-3
O=C(NC1CCCCC1)C1CCN(S(=O)(=O)N2CCCCCC2)CC1	18	-4	-0.3	1	-6	-4	16	-0.9	-3.9	8
O=c1cc(N2CCc3ccccc3C2)[nH]c(=O)n1C1CCCCC1	28	2	0.6	2	-1	-16	6	i	.	-2
COc1ccc(NC(=O)c2cc(C3CCCCN3S(=O)(=O)c3c(C)noc3C)on2)c(C)c1 (centres undefined)	.	.	.	.	.	.	5	-0.3	-0.4	0
O=C(CSc1ccc(-c2ccc(F)cc2)nn1)N1CCN(c2ccccc2)CC1	8	4	2.4	-4	-2	-2&12&-5	3	-0.3	-0.4	1
COC(=O)c1ccc(OCC(=O)c2ccc(O)cc2O)cc1	12	-7	1.0	3	-2	-20&-4	18	i	-0.7	-1
CCN(CC)C(=O)c1sc(NC(=O)c2ccncc2)c(C(=O)OC)c1C	5	-3	0.6	-3	-4	65*	10	i	.	-1
Cc1ccc(S(=O)(=O)N2CCCC2C(=O)Nc2nc3ccccc3s2)cc1 (centres undefined)	-2	-5	.	2	1	5	-7	-0.2	0.7	-2
C[C@H](NC(=O)[C@@H]1Cc2ccccc2CN1C(=O)OC(C)(C)C)C(=O)NC1CCCCC1	-22	3	-3.1	-5	0	-20	0	0.1	-2.1	1

Shown as comma-separated lines: six of the compounds above
SMILES,DUSP3 inh,Rv3671c protease,UGM FP inh,SARS 3CLpro inh,MazEF act,SSB-PriA inh,GDH-TPI inh,BH1578 lux ind,Mtb BioA inh,Mtb FBA inh
Cc1ccc(NC(=O)C2CCN(S(=O)(=O)c3cnc[nH]3)CC2)nc1,0,2,-1.0,2,2,11,5,i,-0.7,1
O=C(NCc1ccc(F)cc1)c1cc(-c2ccccn2)nc2ccc(S(=O)(=O)N3CCOCC3)cc12,.,.,.,.,-18,.,-5,i,-0.3,-1
Cc1ccc(NC2(C#N)CCCC2)cc1,.,.,.,.,-18,-20,9,0.0,-0.9,3
CCOCCn1c(C(C)O)nc2ccccc21 (centres undefined),0,4,-1.9,1,8,-3,8,i,1.4,4
Cc1ccc(C(C(=O)NCC2CCCO2)N(C(=O)c2snc(C(N)=O)c2N)c2ccc(C(C)C)cc2)o1 (centres undefined),-46,-5,0.2,2,-24,4,1,-0.3,-1.3,4
CC(=O)c1ccc(OC(C)c2nc3ccccc3s2)cc1 (centres undefined),-29,-2,-1.9,0,-5,-15,-9,-0.3,22,-3

Next section.
SMILES	DUSP3 inh	Rv3671c protease	UGM FP inh	SARS 3CLpro inh	MazEF act	SSB-PriA inh	GDH-TPI inh	BH1578 lux ind	Mtb BioA inh	Mtb FBA inh
CCOC(=O)N1CCN(C(=O)c2ccc3c(SCC(=O)O)c4c(nc3c2)CCC4)CC1	29	5	0.7	4	2	1	1	-0.2	0.3	-1
Cc1ccc(C)c(NC2=NCCCS2)c1	10	4	-0.6	0	0	0	3	5.0	0.3	-1
COc1ccc(C2CC(c3ccccc3)=NN2C(=O)COC(=O)c2cccc(S(=O)(=O)N(C)C)c2)cc1 (centres undefined)	38	-18	0.3	4	-21	-5	5	-0.2	.	0
Cc1cc(C(=O)Nc2cnn(Cc3ccc(Cl)cc3Cl)c2)no1	41	-6	-2.9	4	-1	-1	-3	-0.1	0.3	0
CCOc1cc(N2CCOCC2)c(OCC)cc1NC(=O)c1ccc(OC)cc1	40	4	-1.1	-6	12	-10	15	-0.2	-0.3	2
O=C(CC1S/C(=N/N=C/c2cccnc2)NC1=O)Nc1ccccc1 (centres undefined)	31	6	0.2	5	-6	.	17	i	0.1	-2
CC(=O)N[C@@H](Cc1c[nH]c2ccccc12)C(=O)OCC(=O)Nc1ccc(S(=O)(=O)N(C)C)cc1	24	4	0.7	2	2	0	4	-0.3	.	2
COc1cc(/C=N/NC(=O)C2COc3ccccc3O2)ccc1O (centres undefined)	9	-17	1.2	-1	-4	.	19	i	.	1
CC(=O)NCCc1nc2ccccc2n1CCOc1cccc(C)c1	8	-9	-3.8	-3	2	-12	2	-0.2	.	-2
O=S(=O)(c1ccccc1)n1ccc(-c2cnc(-c3ccccc3)s2)n1	27	-5	-4.3	0	7	-16	5	i	-0.2	2
O=C1C2CC=CCC2C(=O)N1c1n[nH]c(CCc2ccccc2)n1 (centres undefined)	34	-6	0.9	-3	-3	-23	-6	i	.	-1
CN1C(=O)C(=O)N(CC(=O)Nc2ccccc2OC(F)F)C1=O	.	-4	-2.4	.	4	-14	1	i	-1.3	0
COc1cccc(NC(=O)CCP(C)(=O)O)c1	8	4	0.7	1	-5	2	-7	i	-0.3	0
O=C(NC1CCCCC1)C(=O)c1c(-c2ccccc2)[nH]c2ccccc12	-7	2	-0.4	7	-6	-4	13	+	1.7	-2
CCS(=O)(=O)c1nc(S(=O)(=O)c2ccc(C)cc2)c(N2CC(C)OC(C)C2)s1 (centres undefined)	-2	6	-0.1	2	0	0	8	-0.6	-1.6	-5
COc1c2ccccc2nc2ccccc12	6	3	0.4	1	1	-13	11	i	-0.8	143*
CC1(C(=O)NCc2ccco2)Cc2c(-c3cccc(C(F)(F)F)c3)ccnc2O1 (centres undefined)	.	.	.	.	.	.	-3	-0.3	0.2	-4
CN(C1CCCCC1)S(=O)(=O)c1ccc2c(c1)CCC(=O)N2	.	.	.	.	0	-19	-6	-6.2	0.9	1
CC(C)C(NC(=O)c1ccccc1NC(=O)c1ccco1)C(=O)O (centres undefined)	3	2	2.1	0	5	-8	7	5.9	-0.1	2
CCN(CC)CCCNC(=O)c1cn(CC)c2ccc(S(=O)(=O)N(C)C3CCCCC3)cc2c1=O	34	0	-2.0	4	14	0	16	-0.4	11	0
